High-throughput results as filed in PubChem BioAssay.
SW480 rerep – A quantitative high throughput screen for small molecules that induce DNA re-replication in SW480 colon adenocarcinoma cells; AID 624297, 2012; 340,000 tested, 1.8% active; SW480 DNA re-replication, Hoechst DNA content imaging, 48 h; Potency, µM (highest dose often 46.1 µM), inactives show top-dose re-replication activation, usual class: activators; further: potency means the concentration at half of the fitted maximal effect; % of control where 0% means no effect; nearly all actives have a fitted effect of over 55% in size
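Cells (250 per well) received 23 nL compound or DMSO by pin tool and were kept 48 hr at 37 C, 5% CO2. Nuclei were then stained with Hoechst for 40 min and scanned for DNA content.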
HT1080 IDH1KD tx – qHTS for induction of synthetic lethality in tumor cells producing 2HG: qHTS for the HT-1080-IDH1KD cell line; HT-1080 IDH1 knockdown viability, ATP luminescence, 48 h; Potency, µM (titrated, usually from 46.1 µM), without a hit: at the highest dose activity, negative = toxicity, actives largely listed as cytotoxic; 360,000 tested, 2% active; AID 686971, 2013;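 further: potency means the concentration at half of the fitted maximal effect; 0% = DMSO wells and -100% = cell-free medium wells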
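CellTiter-Glo luminescence after 48 h compound exposure at 37 degrees C of IDH1-knockdown HT-1080 cells in 5% FBS RPMI. %Activity scaled between DMSO wells and cell-free media wells, with curves fitted and assigned curve classes.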
KB-V1 MDR tox – qHTS assay for MDR1-selective chemotherapeutics: Primary screen using the drug-selected MDR subline cells KB-V1 | KB-V1 MDR cells viability, CellTiter-Glo, 72 h | Potency, µM (titrated, usually from 46.1 µM), for inactives: top-dose activity change, negative = cytotoxicity, hits mostly cytotoxic | 400,000 tested, 3.4% active | AID 1347076, 2019; further: potency means the concentration at half of the fitted maximal effect; on the % scale 0 is the no-effect control and ±100 the full control effect; nearly all actives have a fitted effect of over 60% in size
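Readout: CellTiter-Glo luminescence, 10 min after addition. Cells: KB-V1 MDR subline, 72 h at 37 degrees C with compound. Analysis: corrected, normalized data fitted to concentration-effect curves.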
KB-3-1 tox – qHTS assay for MDR1-selective chemotherapeutics: Primary screen using the parental adenocarcinoma cell KB-3-1; KB-3-1 viability, CellTiter-Glo ATP luminescence, 72 h; Potency, µM (titrated, usually from 46.1 µM), inactives show at the top dose activity change, negative = cytotoxic, usual class: cytotoxic; 400,000 tested, 1.4% active; further: potency means the concentration at half of the fitted maximal effect; on the % scale 0 is the no-effect control and ±100 the full control effect; nearly all actives have a fitted effect of over 60% in size
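KB-3-1 parental drug-naive adenocarcinoma cells in DMEM/10% FBS, incubated 72 h at 37 C with pin-transferred compounds across a concentration series. Viability by CellTiter-Glo luminescence; concentration-response curves fitted after normalization.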
HT1080NT lethal – qHTS for induction of synthetic lethality in tumor cells producing 2HG: qHTS for the HT-1080-NT fibrosarcoma cell line. HT-1080-NT fibrosarcoma viability, CellTiter-Glo ATP luminescence, 48 h. AID 686970, 2013. 360,000 tested, 1.6% active. Potency, µM (titrated, usually from 46.1 µM), without a hit: top-dose activity, negative = less viability, usual class: cytotoxic;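 further: NT is the 2HG producing partner of a matched IDH1 knockdown line; potency means the concentration at half of the fitted maximal effect; 0% = DMSO-treated cells and -100% = media-only wells without cells; nearly all actives have a fitted effect of over 55% in size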
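Compounds were tested in concentration-response format on HT-1080-NT cells for 48 hours at 37 degrees C. Cell viability came from CellTiter-Glo luminescence; curves were classified by r2, response magnitude and activity.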
S2 tox – Viability Counterscreen for Primary qHTS for Inhibitors of ATXN expression; S2 cells (HEK-293 line with an ATXN2-luciferase reporter) viability, CellTiter-Fluor protease fluorescence, 24 h; Potency, µM (highest dose often 56.7 µM), hits mostly cytotoxic; 400,000 tested, 0.49% active; AID 651635, 2014; further: potency means the concentration at half of the fitted maximal effect; nearly all actives have a fitted effect of over 40% in size
ATXN2 expr inh – Primary qHTS for Inhibitors of ATXN expression | Potency, µM (top dose mostly 57 µM), for the others: at the top dose activity change, negative = inhibition, usual class: inhibitors | HEK-293 ATXN2-luciferase reporter, luminescence, 24 h | 360,000 tested, 0.72% active | AID 1745845, 2022; further: potency means the concentration at half of the fitted maximal effect; on the % scale 0 is the no-effect control and ±100 the full control effect; nearly all actives have a fitted effect of over 55% in size
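ATXN2-luciferase reporter cells (luciferase flanked by upstream and downstream ATXN2 gene portions) were treated 24 h at 37 °C with compounds at up to 57 uM. SteadyGlo luminescence gave expression; GF-AFC fluorescence gave viability.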
MCF10A rerep – A quantitative high throughput screen for small molecules that induce DNA re-replication in MCF 10a normal breast cells | Potency, µM (highest dose often 46.1 µM), for inactives: at the top dose activity, positive = re-replication, hits mostly activators | AID 624296, 2012 | 350,000 tested, 2.9% active | MCF 10A DNA re-replication, Hoechst nuclear intensity, 48 h; further: potency means the concentration at half of the fitted maximal effect; % of control where 0% means no effect; nearly all actives have a fitted effect of over 50% in size
IL1B secr inh – qHTS for Inhibitors of Inflammasome Signaling: IL-1-beta AlphaLISA Primary Screen. THP-1 LPS/ATP IL-1B secretion, AlphaLISA, 16 h; stronger effect = lower value. activity change, % at 57.5 µM. 360,000 tested, 4.7% active. AID 743279, 2014; in the data active means activity change below about -50%; inconclusive means mostly about -30% to -49%; further: on the % scale 0 is the no-effect control and ±100 the full control effect
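THP-1 cells pretreated 1 hr with compounds (up to 57.5 uM final), then stimulated with LPS (250 ng/mL final) plus ATP (1.25 mM final); secreted IL-1B measured by AlphaLISA after 16 hr, decreased signal indicating inhibition.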
* marks the source's active call; other numbers are inactive results; i = inactive; ? = inconclusive; . = no result given; [ ] = dose if it differs, or a comment. Unless noted, the call rests on the fitted dose curve; in most records, active means well fitted curve in the direction sought with a large enough effect; inconclusive means small, poorly fitted or top-dose-only effect, or another doubt; inactive means no such curve, though single readings can be large; an effect the other way counts as inactive or inconclusive. Random draw from the library. About 11% of those tested had a hit in this group.

SMILES	SW480 rerep	HT1080 IDH1KD tx	KB-V1 MDR tox	KB-3-1 tox	HT1080NT lethal	S2 tox	ATXN2 expr inh	MCF10A rerep	IL1B secr inh
Cc1ccc(Nc2cccc(C(F)(F)F)c2)nn1	3.0%	6.9%	17.7%	0.3%	19.1%	i	15.2%	-0.5%	13.7
CC1(C)Oc2ccc(C(=O)NC3CCCC3)cc2N(CC(=O)NC2CCCCC2)C1=O	-1.4%	0.3%	-24.2%	0.2%	-6.7%	i	-6.5%	1.1%	8.1
O=C(C(c1ccccc1)N1CCOCC1)N1CCOCC1 (centres undefined)	3.0%	17.9%	0.0%	9.5%	20.8%	i	-8.8%	-0.6%	27.4
Cc1ccc(C(=O)NCC(=O)NCc2ccccc2F)s1	-2.7%	2.0%	10.8%	12.6%	18.1%	i	-7.0%	1.0%	20.6
O=C(Oc1ccccc1Cl)c1ccc(N2CCOCC2)c([N+](=O)[O-])c1	-6.1%	10.6%	0.9%	10.6%	5.4%	?	0.9%	-3.0%	0.8
COc1cc(/C=N/NC(N)=O)ccc1OCC(=O)Nc1ccc(C)c(C)c1	-6.2%	1.5%	-3.5%	6.9%	-0.1%	i	-2.9%	5.7%	-7.5
COCCOC(=O)c1c(NC(=O)CN2CCc3ccccc32)sc(C(N)=O)c1C	26.7%	-11.4%	3.0%	-3.4%	-0.8%	i	-17.9%	-3.0%	28.3
O=C1C(Cl)=C(N2CCCCCC2)C(=O)N1c1ccc(Cl)cc1	-7.2%	-3.0%	8.6%	8.6%	2.0%	i	.	-3.6%	22.6
CCOc1ccc(N/C(=N/c2nc(C)cc(C)n2)NC(=O)CC)cc1	3.9%	0.8%	-29.6%	-2.8%	1.6%	i	.	1.3%	0.0
COc1ccc(CCCc2nnc(SCc3nc4ccccc4c(=O)[nH]3)n2C)c(C)c1	0.3%	0.5%	-0.2%	0.1%	-1.3%	i	1.1%	-7.3%	1.4
O=C(Nc1ccc2c(c1)C(=O)NC2=O)c1ccc(S(=O)(=O)N2CCCC2)cc1	16.0%	-1.6%	-16.0%	-5.1%	0.0%	i	-9.4%	-5.7%	8.6
Cc1ccccc1C(=O)N1CCC(C(=O)NN2C(=O)NC3(CCCCC3)C2=O)CC1	6.4%	-12.9%	?	4.2%	1.5%	i	7.7%	1.3%	-14.1
COc1c(O)cnn(-c2ccccc2)c1=O	-15.0%	9.7%	1.4%	1.9%	5.8%	i	-22.7%	-2.2%	1.7
Cc1cccc2cc(CN(Cc3cccnc3)C(=O)c3ccccc3F)c(Cl)nc12	17.7%	1.9%	?	-0.6%	-3.8%	i	27.2%	?	-6.7
O=c1c(-c2ccc3c(c2)OCCO3)coc2cc(OC3OC(CO)C(O)C(O)C3O)ccc12 (centres undefined)	5.3%	-10.8%	-10.4%	?	-11.7%	i	5.3%	0.3%	0.0
CC1=C(C)/C(=N\OC(=O)/C=C/c2ccccc2)C=CC1=O	?	-2.9%	10.7%	12.1%	-2.4%	i	1.1%	?	37.2
Cc1c(NC(=O)CSCc2ccccc2)cccc1C(=O)O	-10.9%	-3.2%	7.5%	2.8%	1.7%	i	.	-6.8%	-8.3
CC(C)(C)N(Cc1ccccc1)C(=O)COC(=O)c1ccccc1SCC(=O)N1CCCC1	-21.7%	-1.1%	20.6µM*	-13.7%	-5.6%	i	2.8%	-15.7%	-51.9*
CN(C)c1cccc(NC(=O)C2Cc3c(-c4ccccc4Oc4ccccc4)ccnc3O2)c1 (centres undefined)	.	?	?	?	-11.8%	i	-25.0%	.	-27.2
CCCCCCCNC(=O)c1ccc(N2CCC3(CC2)OCCO3)c([N+](=O)[O-])c1	-61.1%	-0.2%	9.2µM*	-23.7%	-0.5%	?	-24.2%	25.4%	?
CC1CC(C)CN(C(=O)CNC(=O)c2ccc3ccccc3c2)C1 (centres undefined)	-13.7%	-3.3%	-1.0%	5.2%	-0.3%	i	-4.5%	14.7%	-14.8
CCOc1cc(CNC(C)C)c(Cl)cc1OCC(=O)NCCc1ccccc1	-0.5%	-0.4%	3.7%	-3.0%	-14.8%	i	-8.5%	15.3%	-28.1
CC(C)C(=O)N1CCN(c2ccc(NC(=O)c3ccc(Br)o3)cc2)CC1	-14.5%	17.4%	-25.2%	9.1%	?	i	5.0%	38.3%	-11.7
O=C(CN1CCCCC1)NNC(=O)c1ccc([N+](=O)[O-])cc1	-13.8%	0.0%	16.3%	8.6%	10.5%	i	.	-10.1%	4.8
Cc1ccc(C)c(NC(=O)Cn2nnc(-c3ccc(N4CCOCC4)cc3)n2)c1	-4.1%	3.1%	-1.0%	8.1%	5.0%	i	.	16.8%	-7.9

Full records, looked up by structure. Order of values: SW480 rerep | HT1080 IDH1KD tx | KB-V1 MDR tox | KB-3-1 tox | HT1080NT lethal | S2 tox | ATXN2 expr inh | MCF10A rerep | IL1B secr inh
CCOc1ccc(N/C(=N/c2nc(C)cc(C)n2)NC(=O)CC)cc1 in the list: 3.9% | 0.8% | -29.6% | -2.8% | 1.6% | i | . | 1.3% | 0.0
Cc1ccc(Nc2cccc(C(F)(F)F)c2)nn1 in the list: 3.0% | 6.9% | 17.7% | 0.3% | 19.1% | i | 15.2% | -0.5% | 13.7
COc1ccc(CCCc2nnc(SCc3nc4ccccc4c(=O)[nH]3)n2C)c(C)c1 in the list: 0.3% | 0.5% | -0.2% | 0.1% | -1.3% | i | 1.1% | -7.3% | 1.4

Remaining list, next part
SMILES	SW480 rerep	HT1080 IDH1KD tx	KB-V1 MDR tox	KB-3-1 tox	HT1080NT lethal	S2 tox	ATXN2 expr inh	MCF10A rerep	IL1B secr inh
CCN(CC)CCOC(=O)c1ccc(NC(=O)COc2cc(=O)n(CC)c3ccccc23)cc1	2.0%	-4.1%	-19.4%	16.7%	2.7%	i	18.6%	-0.5%	-2.1
COc1ccc(-c2cc3nc(NCCN4CCCC4)n(C)c(=O)c3s2)cc1OC	.	-11.2%	-6.4%	-1.0%	-28.7%	i	?	.	-15.3
Cc1n[nH]c(C)c1CCNCc1ccc(OCC(O)CN2CCCCC2)cc1 (centres undefined)	1.5%	9.5%	6.3%	6.4%	-1.2%	i	11.7%	20.6%	-4.8
COc1ccc(Cl)cc1-n1c(C)cc(C=O)c1C	3.7%	1.1%	0.2%	-1.7%	-7.6%	i	-0.5%	-4.2%	-2.6
Cc1ccccc1S(=O)(=O)NC(=O)C1(C)CCN1C(=O)C1(c2ccccc2)CCCC1 (centres undefined)	.	0.5%	3.1%	0.0%	13.7%	i	7.3%	.	31.4
Cc1cccn2cc(-c3cc4ccccc4oc3=O)nc12	4.3%	-0.3%	-16.4%	0.9%	6.4%	.	-24.8%	?	1.3
COc1ccccc1N1C(=O)CC(N2CCN(c3ccc([N+](=O)[O-])cc3)CC2)C1=O (centres undefined)	-4.1%	-9.5%	18.8%	2.9%	4.9%	i	-30.0%	9.0%	-2.6
CCCC(=O)Nc1nnc(S(=O)(=O)N2CCCC2)s1	-1.5%	5.2%	9.1%	-5.6%	10.2%	i	8.4%	2.7%	2.3
CCn1cc2nc(SCc3cccc(C(F)(F)F)c3)n(Cc3ccc(OC)cc3)c(=O)c2n1	.	.	18.4µM*	1.3%	.	i	-25.7%	.	.
CC(C)c1ccc(NC(=O)c2sccc2-n2cccc2)cc1	11.6%	-1.1%	0.5%	-15.4%	-10.0%	i	36.2%	10.2%	15.5
CCOc1ccc(NC(=O)CCc2c(C)nn(-c3ccc(N4CCCCC4)nn3)c2C)cc1	-8.6%	-17.7%	-10.7%	20.8%	-10.2%	i	20.6%	3.0%	-29.0
O=C(CSc1ccccn1)N1CCOCC1	-272.7%[inhibitor]	17.6%	?	-0.9%	19.4%	?	6.1%	-6.8%	-11.2
O=C(c1ccc(CS(=O)(=O)c2c(Cl)cccc2Cl)o1)N1CCN(c2ccccn2)CC1	-1.6%	2.0%	-16.8%	-8.0%	0.1%	i	-9.5%	2.5%	-8.3
Nc1ncnc(Oc2cccc(C(F)(F)F)c2)c1[N+](=O)[O-]	4.8%	-17.2%	4.6%	-0.1%	-19.6%	?	-5.4%	?	?
O=S(=O)(/C=C/c1ccccc1)Nc1cccc(S(=O)(=O)NC2=NCCC2)c1	0.8%	0.0%	-4.1%	-15.4%	-9.7%	i	9.2%	2.0%	21.8
C=CCOc1ccc(C2c3c(oc4ccc(C)cc4c3=O)C(=O)N2CCCN2CCOCC2)cc1 (centres undefined)	.	.	-9.9%	2.3%	.	i	2.0%	.	.
COc1cc(CCC(=O)NCCc2ccc(F)cc2)cc(OC)c1OC	9.7%	-5.2%	?	-3.4%	-11.1%	i	1.2%	3.5%	-13.8
C=CCN(C(=O)c1ccccn1)C(C(=O)NCc1ccccc1)c1ccccc1F (centres undefined)	-0.1%	11.0%	0.6%	3.7%	17.5%	i	-15.7%	11.2%	-10.1
COc1ccc(CNC(=O)COC(=O)/C=C/c2ccc(Cl)cc2)cc1	-4.4%	9.5%	4.0%	5.8%	1.6%	i	7.2%	-4.1%	21.8
Cc1ccc(C(=O)CSc2nnnn2C(C)C)c(C)c1	-11.6%	19.2%	-14.0%	-3.6%	3.3%	i	7.94µM*	-0.1%	-9.7
Cc1ccc(-c2nc(N)n(S(=O)(=O)c3ccc(C)cc3)n2)cc1	-1.0%	-7.1%	-23.3%	-19.6%	-1.2%	i	-12.9%	-0.7%	-12.3
COc1ccc(NC(=O)N(C)C[C@H]2Oc3c(NS(=O)(=O)c4ccc(OC)cc4)cccc3C(=O)N([C@H](C)CO)C[C@@H]2C)cc1	0.9%	0.5%	-0.1%	-1.7%	0.0%	i	8.7%	?	8.8
